Compound activity (PubChem BioAssay)
Rab7 wt GTP bind: modulators of GTP binding to Rab7, primary screen, biochemical, wildtype, multiplex bead flow cytometry; AID 758, 2007; Rab7 GTPase wild type (dog), Bodipy-FL-GTP binding; GST-Rab7 beads, fluorescent GTP binding; actives lie on both sides; untreated = 100%, excess cold GTP = 0%; actives 0.055% (n = 190,000); GTP binding activity (percent of control), % at 10 µM;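 active means fluorescent GTP binding to Rab7 beads changed by at least 20 points from the 100% baseline, either direction, mostly lower; inconclusive means compound itself probably fluorescent, or too few beads counted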;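 further: median green fluorescence of bound Bodipy-FL-GTP per Rab7 bead population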
Rac1 wt GTP bind: wildtype Rac1 GTP binding modulators, primary screen, biochemical, GST-Rac1 beads, flow cytometry, multiplex; Ras-related C3 botulinum toxin substrate 1 (Homo sapiens), P63000; fluorescent GTP binding; actives lie on both sides; 0 = cold GTP competed, 100 = untreated; GTP binding activity (% of control), % at 10 µM; actives 0.27% (n = 190,000);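 active means GTP binding activity at least 20 points away from the 100% control level, either lower or higher; inconclusive means compound flagged as likely green fluorescent, judged across all proteins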
Bcl-2 Bim block: inhibitors of Bim-Bcl-2 binding, primary screen, biochemical, multiplexed, human Bcl-2 family; inhibition, % at 10 µM; actives 0.06% (n = 190,000); Bead-based flow cytometry, Bim peptide-Bcl-2 binding; in the data active means inhibition above about 40%; inconclusive means no clear call, values can overlap the other calls;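 further: 0% = no compound wells with probe peptide and 100% = reference peptide inhibitor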
Target sequence (P10415 whole entry, looked up): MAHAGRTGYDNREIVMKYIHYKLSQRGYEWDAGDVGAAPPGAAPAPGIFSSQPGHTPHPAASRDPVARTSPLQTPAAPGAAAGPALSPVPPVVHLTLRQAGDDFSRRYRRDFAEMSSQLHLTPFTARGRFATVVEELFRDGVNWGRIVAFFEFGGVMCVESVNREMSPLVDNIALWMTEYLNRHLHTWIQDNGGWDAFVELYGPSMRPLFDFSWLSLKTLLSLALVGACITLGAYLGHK
Bcl-XL Bim block: inhibitors of Bim-Bcl-XL binding, primary screen, biochemical, multiplexed, bead flow cytometry, human Bcl-XL; actives 0.04% (n = 190,000); Bcl-2-like protein 1 (Homo sapiens), Q07817; Bim peptide-Bcl-XL binding, fluorescence; inhibition, % at 10 µM
Target sequence (Q07817 whole entry, looked up): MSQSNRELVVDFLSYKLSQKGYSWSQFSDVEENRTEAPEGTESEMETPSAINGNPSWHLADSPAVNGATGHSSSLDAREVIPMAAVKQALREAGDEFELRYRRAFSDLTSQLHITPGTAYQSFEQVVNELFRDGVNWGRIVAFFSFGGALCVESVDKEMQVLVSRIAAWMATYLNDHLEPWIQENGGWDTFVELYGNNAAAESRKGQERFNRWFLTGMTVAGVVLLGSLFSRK
Bim-Bcl-W: inhibitors of Bim binding to Bcl-W, primary screen, biochemical, multiplexed, bead-based flow cytometry; Bim peptide-Bcl-W binding; actives 0.02% (n = 190,000); inhibition, % at 10 µM;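 further: 0% = bound tracer without compound and 100% = peptide blocker; higher means less fluorescent Bim peptide bound to Bcl-W beads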
Target sequence (Q92843 whole entry, looked up): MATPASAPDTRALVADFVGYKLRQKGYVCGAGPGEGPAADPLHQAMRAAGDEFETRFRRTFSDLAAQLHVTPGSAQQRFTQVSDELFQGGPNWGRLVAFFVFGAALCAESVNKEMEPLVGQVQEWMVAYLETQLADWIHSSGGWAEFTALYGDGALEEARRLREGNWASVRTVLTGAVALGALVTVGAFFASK
Bfl-1 Bim block: inhibitors of Bim binding to Bfl-1, primary screen, biochemical, multiplexed, bead-based flow cytometry. inhibition, % at 10 µM. actives 0.12% (n = 190,000). AID 1008, 2008. Bim-Bfl-1 binding inhibition. Bcl-2-related protein A1 (Homo sapiens), Q16548;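 further: 0% = wells without compound plus tracer and 100% = blocker peptide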
Rab2 wt GTP: modulators of GTP binding to Rab2A wildtype, primary screen, biochemical, dog, bead-based flow cytometry, multiplex; Ras-related protein Rab-2A (Canis lupus familiaris), P61105; GST-Rab2 wt beads, Bodipy-GTP binding; GTP binding activity, % at 10 µM; actives 0.19% (n = 190,000);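 active means GTP binding activity at least 20 points away from 100%, either lowered or raised; inconclusive means signal likely due to the compound's own green fluorescence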;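 further: 0% = beads with excess unlabeled GTP and 100% = no-compound control corrected for plate trend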
Rac1 mut GTP: GTP binding modulators of activated mutant Rac1, primary screen, biochemical, bead-based flow cytometry, multiplex, fluorescent GTP; Ras-related C3 botulinum toxin substrate 1 (Homo sapiens), P63000; GST-Rac1 activated beads; actives lie on both sides; 100% means binding = to untreated wells; percent activity (GTP binding), % at 10 µM; actives 0.11% (n = 190,000);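 active means GTP binding at least 20 percentage points away from the 100% baseline, in either direction, so actives lie on both sides; inconclusive means Compound likely fluorescent itself, or too few beads counted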
Cdc42 wt: modulators of GTP binding to wildtype Cdc42, primary screen, biochemical, multiplex bead flow cytometry, Bodipy-GTP; GST-Cdc42 beads; actives lie on both sides; percent activity (GTP binding), % at 10 µM; actives 0.2% (n = 190,000); AID 761, 2007;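 active means percent activity GTP binding at least 20 points away from the 100% baseline, either down as inhibitor or up as activator; inconclusive means compound flagged as likely green fluorescent from well-wide comparison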;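 further: median bead fluorescence of bound Bodipy-FL-GTP at 100 nM; 0% = excess unlabeled GTP control and 100% = no compound control; below 100% means less GTP binding so inhibitor and above means activator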
HRas wt GTP bind: modulators of GTP binding to HRas wildtype, primary screen, biochemical, bead-based flow cytometry, multiplex. GTP binding activity, % at 10 µM. AID 759, 2007. GST-Ras wt beads, Bodipy-FL-GTP binding; actives lie on both sides. GTPase HRas (Homo sapiens), P01112. actives 0.14% (n = 190,000);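 active means GTP binding activity at least 20% away from the 100% baseline, either lowered as inhibitor or raised as activator; inconclusive means flagged as likely green fluorescent, judged across all proteins in the well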;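 further: 0% = unlabeled GTP competition control and 100% = no-compound control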
Target sequence (P01112 whole entry, looked up): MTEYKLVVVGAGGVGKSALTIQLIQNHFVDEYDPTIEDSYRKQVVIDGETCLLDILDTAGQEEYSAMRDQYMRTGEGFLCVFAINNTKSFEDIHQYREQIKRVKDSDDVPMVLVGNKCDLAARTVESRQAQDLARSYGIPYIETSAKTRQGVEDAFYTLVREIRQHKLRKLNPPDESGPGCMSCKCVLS
Bcl-B Bim block: inhibitors of Bim-Bcl-B binding, primary screen, biochemical, multiplexed, human Bcl-2 family. bead-based flow cytometry, Bim peptide-Bcl-B binding. inhibition, % at 10 µM. actives 0.073% (n = 190,000). AID 951, 2007;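 further: 0% = tracer peptide without compound and 100% = reference inhibitor peptide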
Target sequence (Q9HD36 whole entry, looked up): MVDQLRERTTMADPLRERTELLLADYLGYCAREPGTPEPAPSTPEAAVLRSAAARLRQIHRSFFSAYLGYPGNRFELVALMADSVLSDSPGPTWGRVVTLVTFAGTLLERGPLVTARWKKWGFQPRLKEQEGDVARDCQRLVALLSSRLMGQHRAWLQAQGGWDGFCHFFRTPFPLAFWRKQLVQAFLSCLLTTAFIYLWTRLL
The depositor's hits bear a star; ? = inconclusive. Unless noted, no stated cut-off is given here; in the data, active means inhibition above about 40%.

SMILES | Rab7 wt GTP bind | Rac1 wt GTP bind | Bcl-2 Bim block | Bcl-XL Bim block | Bim-Bcl-W | Bfl-1 Bim block | Rab2 wt GTP | Rac1 mut GTP | Cdc42 wt | HRas wt GTP bind | Bcl-B Bim block
Cc1ccccc1NC(=O)NC1(C(=O)N2CCOCC2)CCCCC1 | 96 | 95 | 3 | -2 | 0 | -4 | 91 | 91 | 94 | 94 | 0
Cc1[nH]c2ccccc2c1/C=N/NC(=S)NC(C)C | 117 | 109 | -11 | -4 | -3 | -4 | 113 | 100 | 107 | 107 | -17
CC(=O)c1ccc(N2CCN(CC(=O)N(CC(C)C)c3c(N)n(CC(C)C)c(=O)[nH]c3=O)CC2)cc1 | 95 | 96 | -1 | -3 | 0 | -6 | 96 | 94 | 94 | 96 | -3
C#CCCCCCCCCC(=O)NCCCC | 94 | 93 | 1 | -1 | 0 | 8 | 95 | 93 | 93 | 95 | 5
COc1ccc(N(C(=O)c2cccnc2)S(=O)(=O)c2ccc3c(c2)n(C)c(=O)n3C)cc1 | 103 | 103 | -1 | 0 | 5 | -9 | 100 | 99 | 102 | 102 | -4
O=C(c1ccccc1)N1CCN(c2ccc([N+](=O)[O-])c(NCc3ccco3)c2)CC1 | 97 | 100 | -8 | -3 | 0 | -6 | 98 | 99 | 99 | 98 | -10
O=C(Nc1ccccc1)OCc1cn(-c2ccc(Cl)cc2)nn1 | 93 | 92 | 0 | -2 | -3 | -1 | 90 | 90 | 92 | 94 | 0
O=C(CSc1nncs1)NC(=O)NC1CCCC1 | 99 | 99 | 0 | -2 | -4 | -5 | 96 | 96 | 98 | 98 | -7
COc1ccc2c(C)cc3nncn3c2c1 | 88 | 79* | 2 | 4 | 3 | 5 | 89 | 87 | 89 | 81 | 7
CCOC(=O)c1c(NC(=S)NC(=O)c2ccc(Cn3cc(Cl)cn3)o2)sc2c1CCC(C)C2 (stereo not given) | 97 | 95 | -1 | 0 | -2 | -2 | 97 | 97 | 99 | 98 | 1
O=C(O)C1CC=CCC1C(=O)Nc1ccccc1 (stereo not given) | 84 | 85 | -8 | -3 | 0 | -11 | 90 | 86 | 87 | 87 | -10
Cc1ccc(C)c(N2CCN(S(=O)(=O)c3cccc4cccnc34)CC2)c1 | 104 | 102 | 0 | 3 | 1 | -3 | 102 | 94 | 96 | 102 | -1
O=C(Nc1cccnc1)c1sc(Nc2ccccc2)nc1-c1ccccc1 | 102 | 104 | -4 | -4 | -2 | -1 | 99 | 97 | 95 | 100 | -4
O=C(CN1C(=O)CSc2ccc(S(=O)(=O)N3CCOCC3)cc21)NCCCN1CCOCC1 | 104 | 99 | -6 | -2 | 0 | -6 | 101 | 97 | 99 | 100 | -4
CCC(C)NCC(=O)Nc1cc(S(=O)(=O)N(CC)c2ccccc2)ccc1Cl (stereo not given) | 96 | 105 | -5 | -2 | -1 | -1 | 97 | 99 | 99 | 99 | -1
CN(C)c1cccc(C(=O)NNC(=O)NC2CCCCC2)c1 | 94 | 98 | -6 | -14 | -3 | -9 | 94 | 94 | 100 | 93 | -15
COC(=O)/C=c1/s/c(=C(/C#N)C(=O)NCc2ccccc2)n(-c2ccccc2)c1=O | 96 | 101 | -3 | -3 | 1 | -9 | 102 | 99 | 100 | 98 | -4
c1ccc(Nc2nc(-c3cccs3)cs2)nc1 | 101 | 105 | -6 | -6 | -7 | -17 | 102 | 98 | 100 | 101 | -8
O=C(c1ccc2ccccc2c1)N1CCN(S(=O)(=O)/C=C/c2ccccc2)CC1 | 93 | 96 | -1 | 0 | 3 | -4 | 95 | 94 | 99 | 93 | 0
CC1(C)Cc2ccccc2-c2nnc(SCc3ccccc3)n21 | 98 | 102 | -5 | -8 | -4 | 0 | 100 | 98 | 101 | 100 | -7
Cc1ccc(NC(=O)Cn2nnc(C(=O)NCc3ccco3)c2N)cc1 | 100 | 105 | 1 | -4 | -4 | -1 | 103 | 103 | 105 | 104 | -5
CC(C)c1nc(NCCO)c2nnn(Cc3ccccc3)c2n1 | 105 | 103 | -1 | -1 | 1 | -1 | 102 | 98 | 99 | 100 | 0
COc1ccc(N=C2SC(C(=O)Nc3ccc(OC)cc3)CC(=O)N2CCN2CCOCC2)cc1 (stereo not given) | ? | ? | -7 | -3 | -5 | 0 | ? | ? | ? | ? | -7
Cn1c(CSc2ncccn2)nnc1SCC(=O)N1CCCCC1 | 98 | 102 | -18 | 9 | 2 | -10 | 98 | 99 | 101 | 100 | -36
COc1cc2c(cc1OC)C1=NC(=O)CN1C(SCc1ccccc1C)=N2 | 96 | 99 | 1 | -2 | -1 | 0 | 96 | 97 | 98 | 99 | -4
CCCCCCNc1cc(C)oc(=O)c1C(C)=O | 98 | 105 | 0 | -5 | -5 | -1 | 95 | 97 | 99 | 97 | -7
CN=c1scc(-c2cccs2)n1/N=C/c1ccc(O)c(O)c1O | ? | ? | 21 | 1 | 16 | 39 | ? | ? | ? | ? | -7
O=C(NCCc1ccccc1)c1cc(=O)c2ccccc2o1 | 98 | 97 | -3 | -1 | -1 | -9 | 107 | 96 | 112 | 104 | -3
COc1ccc(S(=O)(=O)CCC(=O)O)cc1 | 97 | 96 | -12 | -9 | 0 | -14 | 98 | 95 | 96 | 97 | -9
COc1ccc(Cn2nnnc2C(c2cccs2)N2CCCCCC2)cc1 (stereo not given) | 103 | 104 | -8 | -3 | 2 | -10 | 102 | 100 | 103 | 100 | -7
O=C(NCCOc1ccccc1F)c1cc(F)c(F)cc1Cl | 100 | 102 | -4 | -7 | -2 | -2 | 100 | 100 | 100 | 100 | -6
COc1ccc(NC(=O)C2C3C=CC(C3)C2C(=O)NCc2ccco2)cc1 (stereo not given) | 98 | 101 | 3 | -10 | -4 | 0 | 99 | 100 | 101 | 100 | -3
CCN(CC(=O)NCc1ccc(F)cc1)Cc1nc2cc(Cl)ccc2c(=O)[nH]1 | 95 | 100 | -1 | -8 | -4 | -12 | 97 | 97 | 98 | 100 | -4
O=C1C(=O)c2ccc(-c3ccccc3)cc2-c2ccccc21 | 101 | 107 | 32 | 38 | 25 | 41* | 99 | 99 | 97 | 100 | 21
CCCOC(=O)c1ccc(Oc2c(-c3ccc(OCC)cc3O)n[nH]c2C)cc1 | 96 | 97 | -9 | -10 | -1 | -10 | 97 | 96 | 98 | 99 | -9
O=C(CC1C(=O)NCCN1CC(c1ccccc1)c1ccccc1)NC1CC1 (stereo not given) | 102 | 100 | -5 | -5 | 0 | -6 | 99 | 94 | 98 | 98 | -3

Complete entries as entered above. Order of values: Rab7 wt GTP bind | Rac1 wt GTP bind | Bcl-2 Bim block | Bcl-XL Bim block | Bim-Bcl-W | Bfl-1 Bim block | Rab2 wt GTP | Rac1 mut GTP | Cdc42 wt | HRas wt GTP bind | Bcl-B Bim block
Shown for `O=C(NCCOc1ccccc1F)c1cc(F)c(F)cc1Cl` = 100 | 102 | -4 | -7 | -2 | -2 | 100 | 100 | 100 | 100 | -6
Shown for `O=C1C(=O)c2ccc(-c3ccccc3)cc2-c2ccccc21` = 101 | 107 | 32 | 38 | 25 | 41* | 99 | 99 | 97 | 100 | 21
Shown for `COc1ccc(Cn2nnnc2C(c2cccs2)N2CCCCCC2)cc1` (stereo not given) = 103 | 104 | -8 | -3 | 2 | -10 | 102 | 100 | 103 | 100 | -7

Later entries.
SMILES | Rab7 wt GTP bind | Rac1 wt GTP bind | Bcl-2 Bim block | Bcl-XL Bim block | Bim-Bcl-W | Bfl-1 Bim block | Rab2 wt GTP | Rac1 mut GTP | Cdc42 wt | HRas wt GTP bind | Bcl-B Bim block
CN(C)c1ccc(N=c2sc3ccccc3n2C)cc1 | 96 | 98 | 3 | 4 | 14 | 20 | 97 | 95 | 96 | 98 | -5
Fc1cccc(F)c1/C=C/c1ccc2ccccc2n1 | 98 | 100 | -10 | 0 | 0 | -6 | 98 | 98 | 99 | 96 | 0
COC(=O)c1ccc(NC(=S)NNC(=O)CC(C)C)cc1 | 101 | 103 | -6 | -18 | -15 | -11 | 99 | 98 | 105 | 100 | -48
CC(=O)n1c(C=Nc2ccccc2)c(O)c2ccccc21 | 96 | 98 | -1 | -1 | 0 | -3 | 98 | 96 | 97 | 95 | -7
NS(=O)(=O)c1ccc(CNC(=O)NC2(c3ccccc3)CC2)cc1 | 106 | 101 | 0 | -6 | -6 | 0 | 98 | 97 | 100 | 99 | -3
Cc1ccc(N(CC(O)CN2CCOCC2)S(=O)(=O)c2ccc3ccccc3c2)cc1 (stereo not given) | 94 | 101 | 0 | -1 | -1 | -4 | 101 | 101 | 102 | 101 | -3
Cc1ccccc1Cc1ccc(Cl)nn1 | 104 | 97 | -6 | -6 | -3 | -6 | 98 | 97 | 95 | 98 | -6
CSCc1cc(N2CCOCC2)nc(SCc2ccc(Cl)c(Cl)c2)n1 | 103 | 102 | -4 | -2 | -2 | -16 | 99 | 99 | 101 | 101 | -8
N#Cc1ccccc1S(=O)(=O)c1ccccc1C(=O)Nc1ccccc1 | 104 | 97 | 1 | -1 | -1 | -3 | 98 | 95 | 97 | 96 | -8
CCOC(=O)c1[nH]c2ccc(F)cc2c1NC(=O)C1=COCCO1 | 99 | 104 | -3 | 1 | 0 | 0 | 102 | 101 | 105 | 103 | 0
O=C(COc1ccc(S(=O)(=O)NC2CCCCC2)cc1Cl)Nc1ccc2c(c1)OCO2 | 104 | 115 | -9 | -6 | 4 | -11 | 105 | 102 | 107 | 104 | -11
Cc1cc(=O)oc2cc(OC(C)C(=O)O)c(Cl)cc12 (stereo not given) | 99 | 104 | -3 | 0 | 1 | -10 | 99 | 100 | 104 | 101 | -4
CC(C)C(=O)Nc1ccc(C(=O)NNC(=O)CCc2ccccc2)cc1 | 97 | 105 | -6 | -4 | -5 | -10 | 101 | 101 | 102 | 102 | -10
O=C1C(Cl)=C(N2CCOCC2)C(=O)N1CCc1ccccc1 | 97 | 95 | -4 | -7 | 1 | -10 | 95 | 94 | 99 | 96 | -5
CC(C)c1nc2n[nH]c(N)c2c2c1CCC2 | ? | ? | 0 | -3 | -5 | 0 | ? | ? | ? | ? | 0
Cc1ccccc1N1CCN(c2ncnc3c2cnn3Cc2ccc(Cl)cc2)CC1 | 102 | 107 | -5 | -2 | -6 | -15 | 102 | 102 | 107 | 104 | -10
COc1ccc(/C=N/OCC(=O)NCC(C)C)c(OC)c1 | 93 | 99 | -4 | -4 | 1 | -4 | 93 | 95 | 96 | 96 | -7
